High-throughput results (PubChem BioAssay)
DSG3 Ab inh = blocks pemphigus antibody binding to human desmoglein-3. DSG3-coupled beads, scFv-anti-DSG3-GFP binding, flow cytometry; hits give low values. binding (percent of control), % at 10 µM. 310,000 tested, 0.48% active. AID 588358;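 active means binding more than 3 SD below its plate's average and above zero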;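 further: hits lower antibody fragment binding to DSG3; some compounds called inactive have numbers as strong as hits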
Target sequence (P32926 whole entry, looked up, the tested form may be a part): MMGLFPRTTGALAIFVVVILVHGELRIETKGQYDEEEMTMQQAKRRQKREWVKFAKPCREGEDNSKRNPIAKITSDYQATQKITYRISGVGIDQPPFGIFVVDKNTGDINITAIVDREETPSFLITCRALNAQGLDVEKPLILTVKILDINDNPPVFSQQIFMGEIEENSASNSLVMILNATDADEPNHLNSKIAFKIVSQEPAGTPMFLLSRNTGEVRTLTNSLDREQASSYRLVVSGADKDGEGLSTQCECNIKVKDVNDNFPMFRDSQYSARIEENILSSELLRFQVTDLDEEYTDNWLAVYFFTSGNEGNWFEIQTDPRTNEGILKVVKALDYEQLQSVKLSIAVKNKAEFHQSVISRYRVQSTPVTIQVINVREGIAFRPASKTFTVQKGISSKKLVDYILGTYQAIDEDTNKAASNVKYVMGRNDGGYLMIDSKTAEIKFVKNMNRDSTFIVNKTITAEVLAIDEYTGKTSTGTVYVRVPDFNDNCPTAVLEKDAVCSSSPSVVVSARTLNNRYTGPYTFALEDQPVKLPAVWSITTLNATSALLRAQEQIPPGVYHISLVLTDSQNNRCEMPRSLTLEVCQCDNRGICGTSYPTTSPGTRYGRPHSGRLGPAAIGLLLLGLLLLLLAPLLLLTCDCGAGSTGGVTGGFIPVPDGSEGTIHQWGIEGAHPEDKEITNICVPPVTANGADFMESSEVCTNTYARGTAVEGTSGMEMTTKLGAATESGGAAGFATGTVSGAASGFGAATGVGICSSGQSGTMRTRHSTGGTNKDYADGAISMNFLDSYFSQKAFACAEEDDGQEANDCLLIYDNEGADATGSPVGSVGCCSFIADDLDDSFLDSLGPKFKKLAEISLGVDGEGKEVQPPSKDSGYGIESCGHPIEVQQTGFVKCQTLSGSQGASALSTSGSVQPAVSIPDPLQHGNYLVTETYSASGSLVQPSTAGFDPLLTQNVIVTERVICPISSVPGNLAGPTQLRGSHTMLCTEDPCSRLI
OPRM1-OPRD1 ag = OPRM1-OPRD1 heterodimerization agonism; P35372+P41143; cells, luminescence; activation, % at 9.3 µM; 340,000 tested, 0.3% active; AID 504326; in the data active means activation above about 18%;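 further: 0% = vehicle-treated cells and 100% = reference agonist; values of inactives mirror those of a sister screen read the other way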
SUMO Mot1 rescue = inhibitors of SUMOylation pathway: yeast Mot1-301 growth rescue; S. cerevisiae Mot1-301 growth rescue, ATP luminescence, 38.5C; percent above DMSO median, 100 means doubled; growth rescue, % at 18.8 µM; 320,000 tested, 1% active;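 active means every valid replicate shows activation above 250% relative to neutral control wells; inactive means the rest, any valid replicate at or below 250%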;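 further: OY570 slx delta 5 strain wells were the positive control but not used for scaling; some compounds called inactive have numbers as strong as hits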
PKA-R1A activ = activates the PKA-R1A holoenzyme complex; P00514+P68181; PKA-R1A dissociation, Cy5-IP20 fluorescence polarization; scaled: DMSO 0%, 113 µM cGMP 100%; activation, % at 11.4 µM; 340,000 tested, 0.083% active;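 active means percent activation above the mean of all tested compounds plus 3 SD, cut at about 19% in these data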;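 further: higher means more PKAc released from R1A so a rise in polarization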
Arrestin-AP2 inh = human beta-arrestin and AP2 interaction inhibition; FITC-arrestin peptide / GST-AP2 beads, flow cytometry; AP2 beta2 appendage carries R879A mutation; inhibition, % at 10 µM; 340,000 tested, 0.31% active; AID 504490;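 active means inhibition above a set limit, near 3 SD of compounds lacking own fluorescence, cut at about 54% in these data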;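 further: plate controls were DMSO wells for no effect and 5 µM unlabelled arrestin peptide for full effect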
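System: GST-AP2 R879A glutathione beads; medium: PBS, Tween 20 0.05%, BSA 0.1%; reagent: fluorescein-tagged arrestin peptide at 50 nM final; schedule: pre-incubation 12 min, peptide binding 1 h, room temperature; detection: flow cytometry, FL1 (488/535 nm); read-out: inhibition as reduced fluorescein signal on beads, percent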
PfHsp90 yeast 2 = growth inhibition of yeast expressing Plasmodium Hsp90 | S. cerevisiae expressing PfHsp90, BacTiter-Glo ATP, 48 h; yeast lacking PDR1 and PDR3 efflux regulators | 310,000 tested, 0.32% active | inhibition, % at 9.4 µM;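 active means every replicate shows inhibition above about 80%, whatever the replicate mean, limit read from the data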;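 further: 0% = DMSO neutral controls and 100% = 20 µM radicicol positive controls; yeast relying on Plasmodium falciparum Hsp90 in place of its own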
phage Ecoli inh = E. coli growth loss with phage present. growth absorbance. inhibition, % at 11.9 µM. 360,000 tested, 0.26% active; in the data active means inhibition above about 11%
Ecoli viability = reduces bacterial viability in AddAB counter-screen. inhibition, % at 11.9 µM. 330,000 tested, 0.27% active. E. coli V3065 growth, OD600 absorbance, 18 h;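 active means inhibition above the campaign's mean inhibition across all tested compounds plus 3 SD, cut at about 9.9% in these data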;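 further: uninfected addAB+ strain grown without phage in ampicillin broth; 0% = DMSO wells and 100% = ciprofloxacin 0.95 µg/ml wells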
Tat transport = inhibitors of E. coli Tat protein transport; E. coli MC4100 TorA-mCherry Tat export, fluorescence; inhibition, % at 10 µM; 340,000 tested, 0.036% active; AID 488895;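 active means mean replicate inhibition at least 50% and at least half of replicates individually reaching 50%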;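 further: exported cargo escapes ClpAP degradation while cytoplasmic cargo is degraded and loses fluorescence; 0% = median of neutral control wells and 100% = median of NaSCN control wells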
OPRM1-OPRD1 inv = inverse agonist of human OPRM1-OPRD1 heterodimerization; cell-based MOR-DOR heterodimer luminescence, inverse agonism; inhibition, % at 9.3 µM; 340,000 tested, 0.21% active; AID 504357; in the data active means inhibition above about 22%, passing the limit was not always enough;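 further: 0% = cells with DMSO and 100% = wells without cells with DMSO; values of inactives mirror those of a sister screen read the other way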
AddAB inh = less growth of phage-infected E. coli with AddAB. E. coli expressing H. pylori AddAB, absorbance growth. inhibition, % at 11.9 µM. 330,000 tested, 0.29% active; in the data active means inhibition above about 12%;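 further: 0% = vehicle wells of infected cells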
Numbers without * were called inactive; i = inactive; / = no result given; & = joins results of further samples. This is a random part of the collection. About 2.8% of those tested had a hit in this group.

Values in the order – DSG3 Ab inh	OPRM1-OPRD1 ag	SUMO Mot1 rescue	PKA-R1A activ	Arrestin-AP2 inh	PfHsp90 yeast 2	phage Ecoli inh	Ecoli viability	Tat transport	OPRM1-OPRD1 inv	AddAB inh
1	C=CCNC(=O)NS(=O)(=O)c1ccc(C)cc1
 : 102	-1.2	-16	-6	23	0	3.4	2.3	-1	7	2.8
2	CCc1ccccc1NC(=O)COc1ccc2c(c1)OCO2
 : 195	-0.6	12	2	3	6	2.5	1.9	-13	3	4.7
3	Cc1cc(C)n(C(=O)c2ccc(C)c(S(=O)(=O)N3CCCCC3)c2)n1
 : 97	0.7	-11	-2	20	-8	1.4	-0.6	-2	-4	0.9
4	Cc1cc2oc(=O)cc(Cn3ncc(Cl)c(Cl)c3=O)c2cc1Cl
 : 103	-5.8	-16	3	14	-3	/	-1.8	5	28	0.1
5	Cc1ccc(CNC(=O)CS(=O)(=O)Cc2nc(-c3ccccc3F)oc2C)cc1
 : 93	1.6	-8	-11	26	-12	4.0	0.2	11	-10	-5.0
6	O=C(Nc1ccc(F)cc1)C1C2CCC3C(CCC21)C3(Cl)Cl (stereo unspecified)
 : 102	/	-5	/	42	3	0.5	-0.5	6	/	3.4
7	CCc1nnc(NC(=O)COc2ccc3c(c2)OCO3)s1
 : /	0.0	260*	2	17	-24	1.7	1.3	2	0	2.5
8	O=C(NNC(=O)c1ccc([N+](=O)[O-])cc1)c1ccc(Br)cc1
 : 84	-0.7	-14	8	28	6	0.9	0.4	5	3	-1.6
9	CC(=O)N1N=C(c2ccc(Cl)cc2)CC1c1ccco1 (stereo unspecified)
 : 110	-1.0	-19	10	-9	1	-0.3	-0.2	-5	5	-1.3
10	Cc1ccc(-c2nc3cnccn3c2Nc2ccc3c(c2)OCO3)o1
 : 107	0.1	11	-13	11	-2	1.3	1.2	3	-1	0.5
11	C#CCOCCOCCOCCNc1nc(N2CCOCC2)nc(N2CCN(C(=O)CCCCCCCCCCNC(=O)[C@@H]([C@H](C)O)n3cc(C)nn3)CC2)n1
 : 103	-0.7	-9	-4	0	-3	0.6	-1.2	-6	4	-0.8
12	Cc1ccc(S(=O)(=O)Oc2ccc(/C=C3/N=C(c4ccccc4)OC3=O)cc2)cc1
 : 111	-1.0	0	-1	2	1	4.3	-0.2	-3	5	4.3
13	COc1ccccc1-n1nnnc1SCC(=O)Nc1ccc(C)c(N)c1
 : 91	-2.0	455*	-10	8	-7	1.5	0.6	8	10	2.1
14	Cc1ccc(C(C)C)c(OCC(O)CN2CCOCC2)c1 (stereo unspecified)
 : 104	-1.1	228	7	-2	-13	-0.1	2.9	-3	6	0.3
15	CCOC(=O)C1(CC2CC2)CCN(S(=O)(=O)/C=C/c2ccccc2)CC1
 : 101	2.1	-23	-2	11	-11	3.0	2.0	13	-11	3.5
16	Cc1nn2c(N3CCN(C)CC3)cc(C(C)(C)C)nc2c1-c1ccccc1
 : 110	0.7	50	-6	2	4	-0.5	-4.8	15	-4	-0.2
17	COc1ccc(C2C(=O)N(C3CCCCC3)CC(=O)N2Cc2ccco2)cc1 (stereo unspecified)
 : 99	-2.6	-15	-14	-1	/	1.1	-2.0	2	14	-2.1
18	COc1ccc(NC(=O)CCn2cc(C)c3ccccc32)cc1
 : 105	-2.7	19	-6	-10	-7	/	-2.4	-5	12	0.0
19	O=C(N/C(=C/C=C/c1ccccc1)C(=O)N1CCOCC1)c1ccccc1Cl
 : 106	0.3	-8	-6	-4	-3	2.1	0.5	10	-2	0.3
20	CCC(CC)=NNC(=O)c1ccccc1OCc1ccc(F)cc1
 : 105	-1.1	-18	-10	-8	15	4.0	-1.5	3	6	0.9
21	O=C(c1ccco1)N1CCN(C(=O)C2CCCN(S(=O)(=O)c3cccc4nsnc34)C2)CC1 (stereo unspecified)
 : 105	-1.3	3	-4	16	-2	-2.5	-3.7	-9	7	-1.4
22	COc1ccc(C/C(N)=N/OC(=O)c2cccs2)cc1
 : 105	4.4	-10	2	-34	-36	3.4	-0.3	-14	-24	-1.6
23	Cc1cc(C)n(S(=O)(=O)c2cc(C(=O)O)c(Cl)cc2Cl)n1
 : 121	0.6	10	3	-1	28	3.0	-0.3	-3	-4	0.8
24	O=C(NCC1CCCO1)c1cc2cc(F)ccc2[nH]1 (stereo unspecified)
 : 97	-3.5	283	-8	-7	22	2.1	-0.2	3	17	2.9
25	CCOC(=O)c1ccc(N2C(=O)C(CC(=O)NC)N(CCc3ccc(OC)c(OC)c3)C2=S)cc1 (stereo unspecified)
 : 115	-1.0	-16	-6	-32	/	1.5	0.9	2&-2	5	1.3
26	COc1ccc(C)cc1NC(=O)NC(C)c1ccc2c(c1)OCO2 (stereo unspecified)
 : 113	-5.2	-6	-5	-3	11	1.1	0.6	-9	17	-1.9
27	COc1ccccc1CNC(=O)c1cc(C)nc2ccccc12
 : 105	-0.6	-17	-9	-3	-25	0.5	-0.4	6	4	-1.4
28	COc1ccc(C(=O)N2C(=O)c3ccc(N)cc3C2=O)cc1
 : 117	1.6	8	-11	-5	/	0.7	-5.3	-8	-8	-2.7
29	CCc1ccc(NC(=O)CSc2nc(NS(=O)(=O)c3ccccc3)cc(=O)[nH]2)cc1
 : 110	-2.6	/	-8	17	28	4.9	/	-5	15	/
30	O=C(Nc1ccc(C(F)(F)F)cc1Cl)c1ccc(Cn2cc(Br)cn2)o1
 : 126	6.4	9	-4	-3	-38	-0.2	-1.7	3	-38	-1.3
31	O=C(c1ccccc1)c1ccc(C(=O)N2CCN(c3ccccc3Cl)CC2)cc1
 : 103	1.4	11	-8	19	-13	5.5	3.0	13	-6	3.5
32	CC(C)NC(=O)c1cc(-c2ccc(Br)cc2)on1
 : 96	-0.2	2	-7	23	5	4.2	-1.6	1	1	0.8
33	Cc1ccc(Nc2cc(-n3nc(C)cc3C)ncn2)c(C)c1
 : 96	9.7	-3	-1	4	/	2.5	-2.7	10	-57	-1.2
34	COc1ccc(OC)c(NC(=O)c2cccc(N3C(=O)C4C5C=CC(C6CC56)C4C3=O)c2)c1 (stereo unspecified)
 : 104	2.4	289	2	-4	-47	0.8	-0.2	0	-12	-0.8
35	CCN(CC)C(=O)c1csc(Nc2cccc3ccccc23)n1
 : 118	6.8	-11	10	16	-13	0.3	1.0	-8	-37	0.6
36	CC(NC(=O)c1ccccc1)C(=O)N/N=C/c1ccccc1 (stereo unspecified)
 : 100	-1.9	/	-11	6	27	4.0	2.3	10	10	1.7
37	COc1ccccc1N1CCN(C(=O)C(F)F)CC1
 : 96	-0.9	-3	-2	9	-7	3.1	1.2	-13	5	1.7
38	Clc1cccc(-c2ccc3ncnc(NCc4cccs4)c3c2)c1
 : 105	2.7	198	-6	-3	17	0.8	0.4	1	-15	5.2
39	COc1ccc(C)cc1NC(=O)C1CCCN(S(=O)(=O)c2cccc3cccnc23)C1 (stereo unspecified)
 : 105	0.0	-5	0	4	11	/	-1.9	3	0	3.1
40	CCCC(=O)NC(=S)Nc1ccc(S(=O)(=O)Nc2ccc(OCC)cc2)cc1
 : 84	-1.3	-3	-12	5	11	1.6	-1.6	7	7	-1.4
41	O=c1cc(O)c2sc(Nc3ccc(Cl)c(F)c3)nc2[nH]1
 : 98	0.2	i	-11	11	-15	2.1	0.8	-3	-1	-0.8
42	Cc1cc(OCc2cc(C(=O)N(C)Cc3nonc3C)no2)cc(C)c1Cl
 : /	3.6	11	-21	-5	-12	-1.4	-0.8	9	-18	-0.5
43	O=C(NCc1cccs1)C1CCN(S(=O)(=O)c2cccs2)CC1
 : 97	0.9	3	-4	9	/	7.1	5.0	4	-5	2.9
44	O=C(Nc1cccc(S(=O)(=O)N2CCCCC2)c1)c1ccccc1NS(=O)(=O)c1ccc(F)cc1
 : 107	3.1	-11	4	14	7	4.7	0.3	2	-18	2.7
45	CC(=O)C(C)Oc1cc(C)cc2oc(=O)c(C)c(C)c12 (stereo unspecified)
 : 96	-1.4	-2	-1	9	43	2.7	1.5	-5	8	1.1
46	COc1ccccc1CCNC(=O)Cc1cccs1
 : 92	-2.1	-2	1	30	-7	1.8	-0.4	-2	11	0.2
47	COCCNC(=S)N1CCN(c2cccc(C(F)(F)F)c2)CC1
 : 111	-2.9	195	-2	0	-9	4.6	-0.6	-1	15	3.1
48	CCn1cc(CN2CCCC(CNC(=O)COc3ccccc3OC)C2)c(C)n1 (stereo unspecified)
 : 103	-1.0	11	-8	-4	-1	-2.0	0.4	-9	5	2.0
49	CC[C@]12c3[nH]c4ccc(Cl)cc4c3CCN1C(=O)[C@@H](CC(=O)NCc1ccc(OC)c(OC)c1)C[C@@H]2C(=O)N1CCN(C(=O)c2ccco2)CC1
 : 91	-2.8	/	3	7	0	2.1	-1.6	-3	14	0.2
50	COc1cccc(CNC(=O)CCc2ccc(OC)c(OC)c2)c1
 : 96	-1.9	-7	7	23	-9	1.3	-2.5	-8	9	-1.2
51	N#Cc1ccsc1NC(=O)CSc1ncn[nH]1
 : 100	-1.0	-12	-14	-9	/	1.9	-1.1	16	6	-1.2
